Source: PubChem BioAssay
PrPC TRFRET: reduces human prion protein on the cell surface; actives 0.43% (n = 370,000); inhibition, % at 13.8 µM; P04156; cell surface PrPC, TR-FRET read-out; in the data active means inhibition above about 24%; further: 0% = median of the test wells and 100% = reference compound wells
CCHFV vOTU inh: blocks the CCHF virus ovarian tumor domain protease; CCHFV vOTU protease, Pep-AMC fluorescence; inhibition, % at 11.5 µM; actives 0.55% (n = 370,000); AID 651958; in the data active means inhibition above about 30%; further: 0% = vehicle wells with enzyme and 100% = no enzyme wells
PfHsp40 rescue: restores yeast growth despite PfHsp40 toxicity; actives 0.68% (n = 340,000); growth rescue, % at 12.5 µM; AID 504582; S. cerevisiae expressing PfHsp40, growth rescue, ATP luminescence; in the data active means growth rescue above about 28%, passing the limit was not always enough; inconclusive means no clear call, values can overlap the other calls;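 further: yeast W303a lacking pdr1 and pdr3 grown in galactose medium; growth measured after three days at 30 °C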
BoNT A protease: BoNT A light chain protease inhibition; multiplex microsphere protease substrate cleavage, flow cytometry; actives 0.17% (n = 360,000); inhibition, % at 10 µM; AID 588499; further: plate controls were buffer without enzyme for full effect and enzyme alone for no effect
TcdB inh: blocks C. difficile toxin B glycohydrolase activity. P18177. AID 652162. inhibition, % at 9.99 µM. actives 0.24% (n = 350,000). TcdB glycohydrolase enzymatic assay, plate reader; in the data active means inhibition above about 10%
FadD28 binding: inhibitors of Mycobacterium tuberculosis FadD28 bisubstrate binding | FadD28 bisubstrate probe binding, fluorescence polarization | inhibition, % at 12.5 µM | actives 0.22% (n = 360,000) | AID 588549; in the data active means inhibition above about 8.5%, passing the limit was not always enough; inconclusive means no clear call, values can overlap the other calls
BoNT-F LC inh: blocks Botulinum neurotoxin F light chain protease; inhibition, % at 10 µM; actives 0.22% (n = 360,000); AID 588497; Multiplex microsphere protease cleavage assay, flow cytometry; in the data active means inhibition above about 35%, passing the limit was not always enough; inconclusive means no clear call, values can overlap the other calls; further: plate controls were buffer without enzyme for full effect and enzyme alone for no effect
Yp Topo-I inh: blocks Yersinia pestis topoisomerase I activity. Y. pestis Topo-I cleavage product accumulation, plate reader. activity, % at 10 µM. actives 0.064% (n = 360,000). AID 504884; in the data active means activity above about 50%, passing the limit was not always enough; inconclusive means no clear call, values can overlap the other calls; further: inactives centre near 2
Anthrax LF inh2: blocks Bacillus anthracis lethal factor protease; inhibition, % at 10 µM; P15917; actives 0.12% (n = 360,000); multiplex microsphere protease cleavage assay, LF; further: plate controls were buffer without enzyme for full effect and enzyme alone for no effect
Active calls of the source: *; ? = inconclusive; · = not tested or not shown. Unless noted, no stated cut-off is given here; in the data, active means inhibition above about 30%; inconclusive means no clear call, values can overlap the other calls; inactive means below that.

molecule	TcdB inh	BoNT-F LC inh	FadD28 binding	PfHsp40 rescue	Yp Topo-I inh	Anthrax LF inh2	BoNT A protease	PrPC TRFRET	CCHFV vOTU inh
CCOC(=O)c1sc(NC(=O)CN2CCCC2)c(C(=O)OCC)c1C	·	0	-2.9	1.3	16	0	-0.1	-2	9
CCC(=O)OCC(=O)[C@@]1(OC(=O)CC)[C@@H](C)C[C@H]2[C@@H]3CCC4=CC(=O)C=C[C@]4(C)[C@@]3(Cl)[C@@H](O)C[C@@]21C	0.4	-1	-1.5	2.1	24	-3	0.1	7	2
C#CCOc1ccc(C2C3=C(CC(C)(C)CC3=O)N(CC(=O)O)C3=C2C(=O)CC(C)(C)C3)cc1OC	0.1	?	-0.4	-0.7	6	-5	-2.6	-5	-16
COCCCN1CCN(C2Cc3ccccc3Sc3ccc(Cl)cc32)CC1 (configuration not stated)	·	-3	-4.6	-0.6	4	-4	-0.6	-9	13
CCOC(=O)C1CCN(S(=O)(=O)c2ccc(Cl)nc2)CC1	-0.9	4	-4.6	-0.5	-1	2	-0.2	-4	-10
COc1cccc(/C(C)=N/NC(=O)c2cc(-c3cccnc3)nc3ccccc23)c1	-1.1	3	-5.5	-0.5	18	1	-0.2	2	-8
COc1ccc(C(=O)NCC(=O)OCC(=O)Nc2c(C)n(C)n(-c3ccccc3)c2=O)cc1	·	-4	-3.0	0.4	-8	-6	-0.3	-3	-9
CCOc1cc(N2CCOCC2)c(OCC)cc1NC(=O)COC(=O)CCc1c[nH]c2ccccc12	·	-6	-0.5	1.7	18	1	-0.1	2	0
O=C(NCCC1=CCCCC1)C1CCN(S(=O)(=O)c2cccc3nsnc23)CC1	·	14	-0.8	0.1	36	2	-0.3	-15	0
COc1ccccc1NC(=S)NC(NC(=O)C(C)C)C(Cl)(Cl)Cl (configuration not stated)	-0.9	-2	-1.7	-0.3	6	-2	-0.4	-2	-3
Cc1ccc(S(=O)(=O)N(c2ccccc2)C2CCS(=O)(=O)C2)cc1 (configuration not stated)	·	0	0.3	-0.8	2	0	0.1	3	5
COc1ccccc1N1CCN(C(=O)c2cc(-c3ccc(Cl)cc3)on2)CC1	·	-5	-0.7	-2.1	-7	-3	-2.9	1	-4
CCC/C=C/c1ccc(CN2C(C(C)C)C(=O)N(Cc3cn(CCC4OCCO4)nn3)CCS2(=O)=O)cc1 (configuration not stated)	-8.7	3	-3.1	·	-5	-2	0.1	2	20
Cc1ccccc1NC(=O)CN1C(=O)N/C(=C\c2cccn2-c2cccc(C(=O)O)c2)C1=O	-1.8	-13	?	0.8	-16	-12	-2.5	-13	11
Cc1nnc(SCC(=O)Nc2ncc(Cl)cc2Cl)n1Cc1ccccc1	·	-1	-3.9	-0.2	8	-1	0.3	0	-1
O=C(c1ccco1)N1CCN(c2ncnc3c(-c4ccc(Cl)cc4)nsc23)CC1	·	-6	-3.3	1.0	-2	-8	-0.4	·	·
C=CCn1c2ccccc2c2nnc(SCCN3CCCCC3)nc21	0.9	-54	-3.2	1.3	1	-3	-0.8	-15	-4
Cc1cc(=O)n2[nH]c(NCc3c(F)cccc3Cl)nc2n1	1.0	-2	1.3	-1.0	1	5	-0.9	-9	15
COc1ccc(CCN2CC(C(=O)NCc3cc(C)on3)CCC2=O)cc1 (configuration not stated)	0.0	-3	-1.3	0.4	-2	-2	0.7	2	-1
COc1ccc(-n2nc(C(=O)NCC(=O)N(C)Cc3ccccc3)c3ccccc3c2=O)cc1OC	1.6	-12	-1.2	0.2	29	1	-6.6	-12	6
CC(C)CC(C(=O)OCC(=O)c1c(N)n(C)c(=O)n(C)c1=O)N1C(=O)C2CC=CCC2C1=O (configuration not stated)	2.3	-2	-2.3	1.0	4	-4	-0.4	-4	-1
COc1ccc(CN(C)C(=O)CCc2ccc(S(=O)(=O)N3CCCCCC3)cc2)c(OC)c1	1.9	-2	-0.6	1.2	33	-3	-0.2	6	5
O=C(NCCn1c(C(F)(F)F)nc2cc(C(F)(F)F)ccc21)[C@H]1CCCN1c1nc(CN2CCCCC2)cs1	·	0	-1.2	-1.4	-5	6	-0.1	·	·
CCNC(=S)Nn1cnc2ccccc21	1.6	0	-0.4	-1.6	11	-3	0.9	9	-1
Cc1ccc(C)c(-c2nnc(NC(=O)CCS(=O)(=O)c3ccc(F)cc3)o2)c1	2.3	-11	0.2	1.8	4	2	-1.7	7	-2
Cc1cccc(NS(=O)(=O)c2cccc(C(=O)NCC3(N4CCOCC4)CCCCC3)c2)c1	1.9	-5	-1.4	-1.0	19	1	-0.3	0	15
CC1CC(C)CN(S(=O)(=O)c2ccc(C(=O)N(c3ccccn3)C3CCCCC3)cc2)C1 (configuration not stated)	0.7	1	-0.9	11	21	3	-0.8	-2	3
O=C(O)/C=C/C(=O)Nc1ccc2nccnc2c1	0.5	4	0.5	-1.2	8	-10	-0.1	-10	-1
Cc1cccc(N2C(=O)CCC2=O)c1	·	-10	-1.4	-0.4	9	-3	-0.3	2	-4
Cc1nc2cc(NC(=O)COc3ccccc3C#N)ccc2n1-c1ccccc1	·	-1	-1.9	1.0	21	-5	-0.6	3	-3
CCN(C(=O)Cn1nnc(-c2ccccc2)n1)C1CCS(=O)(=O)C1 (configuration not stated)	-3.4	5	-0.6	1.2	-2	-7	-2.7	-6	11
CC(=O)c1c(C)[nH]c(C(=O)OCC(=O)N(Cc2ccccc2)C(C)(C)C)c1C	0.9	·	-6.5	-0.1	10	·	·	1	13
CC(=O)N1N=C(c2ccccc2O)OC1(C)CC(=O)Nc1ccccc1 (configuration not stated)	·	-9	0.1	-0.1	0	1	-0.9	-3	-15
COc1ccc(NC(=O)c2ccc(S(=O)(=O)N(C)c3ccccc3)cc2)cn1	0.7	-1	-1.7	3.2	24	-2	-0.6	10	16
Cc1ccc(CNCc2ccc3c(c2)OCO3)cc1	0.5	?	-3.9	-0.5	-5	-16	-2.8	2	3
CCCC(=O)OCC(=O)Nc1ccc(OC(F)F)cc1	·	-31	-2.1	0.6	5	1	-1.3	-5	-5
COC(=O)c1ccc(Oc2cc(C)nc(Cl)n2)cc1	-0.9	-2	-2.2	-0.2	-5	-1	-0.7	-4	7
O=C(CNC(=O)c1ccccc1)OCc1nnc(-c2ccccc2)o1	1.8	-3	-1.0	-0.3	2	-1	2.3	2	-9
CC(=O)Oc1c(C)c(=O)n(C)c2ccccc12	0.3	20	0.6	-2.5	11	1	2.9	1	10
Cc1ccc(S(=O)(=O)CCC(=O)OC(C)c2nnc(-c3cccs3)o2)cc1 (configuration not stated)	-0.2	7	-2.5	-1.3	9	-4	-0.4	-8	0
CCN(C1CCCCC1)S(=O)(=O)c1cn(C)c(=O)n(C)c1=O	0.1	6	0.0	-0.6	9	4	-0.2	11	-1
Cc1c(N2C(=O)C(C)SC23C(=O)Nc2ccccc23)c(=O)n(-c2ccccc2)n1C (configuration not stated)	·	3	-4.6	-0.6	4	1	-0.9	4	-9
O=C(Cc1ccccc1)N1CCN(CC2CC=CCC2)CC1 (configuration not stated)	·	-8	-2.8	2.2	3	1	0.1	-1	-2
CCC(c1nnnn1C1CCCC1)N1CCC2(CC1)C(=O)NCN2c1ccccc1 (configuration not stated)	0.8	-12	0.1	·	·	-7	-1.2	-6	10
Cn1nc(C(=O)Nc2ccc(S(=O)(=O)N3CCCCC3)cc2)ccc1=O	·	?	-5.4	0.0	-8	-5	0.6	4	10
Cc1ccc(NC(=O)C(=O)NCc2ccco2)c(C)c1	0.5	-12	-1.2	-1.0	6	-5	-1.1	10	-17
O=C(CNCc1ccccc1Cl)Nc1ccc2c(c1)OCCO2	0.4	-20	-3.4	0.8	3	-6	-0.5	-2	-15
O=C(NCc1ccc2c(c1)OCO2)c1ccc2c(c1)S(=O)(=O)c1ccccc1C2=O	0.3	9	0.4	4.8	0	1	-0.3	-23	0
CCc1cccc2c(C(=O)COC(=O)/C=C/c3ccccc3OC)c[nH]c12	1.2	0	3.7	-0.1	1	0	0.2	2	12
COc1cccc(-c2nnc(SCc3nc4ccccc4s3)n2C)c1	·	10	-4.0	-1.6	2	3	2.8	12	-4

New compounds follow:
molecule	TcdB inh	BoNT-F LC inh	FadD28 binding	PfHsp40 rescue	Yp Topo-I inh	Anthrax LF inh2	BoNT A protease	PrPC TRFRET	CCHFV vOTU inh
CCn1cc(/C=C(\NC(=O)c2ccccc2)C(=O)N2CCOCC2)c2ccccc21	2.1	15	1.2	3.2	16	2	1.6	-7	18
Cc1nn(CC(=O)NCCCN2CCOCC2)c(C)c1[N+](=O)[O-]	0.9	6	-3.4	-0.6	-1	-2	0.3	-2	-17
CCOc1ccc(C(=O)NCC(c2cccs2)N(C)C)cc1OCC (configuration not stated)	·	-1	-0.4	-0.6	-3	-1	0.8	-3	2
CCOC(=O)c1c(C)n(C)c2cc(Br)c(C)cc12	·	-14	0.2	0.7	1	-2	-2.0	1	4
COC(=O)c1cc(S(=O)(=O)NC2CCCCC2)cn1C	2.4	5	-1.0	0.1	-4	1	0.6	1	-8
Cc1cccc(N(C(=O)c2csnn2)C(C(=O)NC(C)(C)C)c2cccs2)c1 (configuration not stated)	0.1	-10	0.6	-0.1	7	-4	-1.0	2	0
O=C(CC1CCCCC1)NCc1ccccn1	·	-1	-2.8	-0.8	-4	-8	0.3	1	-1
CC(C)Cn1cc(C(=O)N2CCOCC2)c2c3ccccc3n(C)c2c1=O	·	-5	1.0	-0.7	7	-3	0.4	-7	-47
CC(=O)NC1=NN(C(C)=O)C(c2ccc(C)cc2)S1 (configuration not stated)	3.8	2	0.2	-0.8	6	-5	0.5	0	0
Cc1ccc(SC[C@H](C)CN2CC[C@H](C)CCC2=O)cc1	1.8	-7	-3.7	-0.5	33	-4	-0.2	0	11
C[C@]12CC[C@H](O)CC1=CC[C@@H]1[C@@H]2CC[C@]2(C)C(=O)CC[C@@H]12	1.5	-3	0.8	7.7	0	5	0.4	0	8
COc1cccc(C2C=C(Nc3ccccc3)C(=O)N2c2ccccc2)c1 (configuration not stated)	1.0	1	-0.4	-0.5	1	-1	0.4	0	-15
O=C(COC(=O)c1cc(S(=O)(=O)N2CCOCC2)ccc1F)c1ccccc1	3.5	-5	-2.6	-0.8	-1	-1	-0.9	6	-1
CCOc1cc(C2Nc3ccccc3NC3=C2C(=O)CC(C)(C)C3)ccc1OC(C)=O (configuration not stated)	0.8	?	-0.4	-1.1	0	-22	?	-1	-5
S=C(Nc1ccc(Cl)cc1)N1CCCCC1	·	2	-1.7	-0.7	4	-3	0.0	3	-2
Cc1ccc(Cn2nnnc2CN2CCC(n3nnc4cc(C(F)(F)F)ccc43)CC2)cc1	·	-8	-6.6	-0.9	17	-14	-0.3	-13	5
COc1ccc(-c2[nH]nc3c2C2(C(=O)N(CC(=O)O)c4ccccc42)C(C#N)=C(N)O3)cc1OC (configuration not stated)	0.7	-7	-2.0	-1.2	2	-2	-0.2	2	-8
CC(C)C(=O)NCCc1nc2ccccc2n1CCc1ccccc1	1.1	-16	-0.8	0.8	5	0	-2.5	-5	-24
CNS(=O)(=O)c1ccc2c3c(cccc13)C(=O)N2C	1.1	?	-3.9	-0.8	-1	10	-1.1	-13	-40
Cc1ccc(C)c(C(=O)CSc2n[nH]c(C(C)C)n2)c1	·	-7	3.9	0.5	-2	2	2.8	4	2
O=C(NCc1ccco1)c1ccc(N2CCCCC2)c([N+](=O)[O-])c1	·	-8	-0.4	0.0	8	2	-0.6	-14	6

Two entries picked at random from those above, as already listed:
molecule	TcdB inh	BoNT-F LC inh	FadD28 binding	PfHsp40 rescue	Yp Topo-I inh	Anthrax LF inh2	BoNT A protease	PrPC TRFRET	CCHFV vOTU inh
O=C(CC1CCCCC1)NCc1ccccn1	·	-1	-2.8	-0.8	-4	-8	0.3	1	-1
CCOC(=O)c1c(C)n(C)c2cc(Br)c(C)cc12	·	-14	0.2	0.7	1	-2	-2.0	1	4
